# STAT3 act: STAT3 signaling activation; U3A cells, IL-6 STAT3-luciferase reporter, luminescence; 100% = signal with IL-6 EC80 alone; activation (% of control), % at 5.6 µM; actives 0.91% (n = 190,000);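 active means activation above the screen-wide mean of compound activation plus 3 SD, cut at about 130% in these data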;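 further: 0% = background luminescence of wells with medium and substrate only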
#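 Material: STAT3-luciferase reporter U3A cells; Probe or stimulus: IL-6 (33 ng/mL); Incubation: compound pre-incubation 1 h before IL-6, then 6 h stimulation at 37 °C; Technique: luminescence from STAT3-driven luciferase reporter; Evaluation: % activation versus median of IL-6-stimulated wells; Controls: IL-6-only high control.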
# G6PDH counter: inhibits Leuconostoc G6PDH, flagging false hits in G6PDH-based assays; Purified L. mesenteroides G6PDH, diaphorase/resazurin coupled fluorescence, 45 min; inhibition, % at 5 µM; actives 0.12% (n = 200,000); in the data active means inhibition above about 50%
# Diaphorase act: counter-screen for diaphorase-based assays: diaphorase activators and chemical reducers. Diaphorase/resazurin coupled assay, resorufin fluorescence, 16 min; active compounds read high; 1 = vehicle wells, 0 = NADH-free wells. actives 0.005% (n = 190,000). activation factor at 20 µM;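 active means diaphorase activity raised at least twofold by the compound at 20 µM; inactive means activation factor below 2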
#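 Test system: Clostridium kluyveri diaphorase, purified enzyme; input: enzyme 0.07 U/mL final; buffer or medium: 50 mM HEPES pH 7.4 with 4.542 mM MgCl2, 0.005% Tween 20; also added: 0.114 mM NADH and 0.1 mM resazurin, final amounts; schedule: 16 min enzyme reaction, ambient temperature; technique: fluorescence of resorufin, 544 nm excitation, 590 nm emission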
# STAT1 inh: STAT1 signaling inhibition; NIH 3T3 STAT1-luciferase reporter, IFN-gamma, luminescence; inhibition, % at 5.5 µM; actives 0.35% (n = 200,000);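 active means inhibition above a set limit, the mean inhibition across all tested compounds plus 3 SD, cut at about 34% in these data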;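 further: 0% = IFN-gamma with DMSO and 100% = IFN-gamma with 300 µM nifuroxazide; values of inactives mirror those of a sister screen read the other way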
# Diaphorase inh: diaphorase inhibition or chemical oxidation counter-screen; actives 0.69% (n = 190,000); inhibition, % at 20 µM; AID 1217; diaphorase resazurin-to-resorufin fluorescence, NADH, 16 min; bacterial (C. kluyveri) enzyme, not human;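 active means primary screen inhibition at 20 µM above a set limit, cut at about 50% in these data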;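 further: plate controls were DMSO with full reaction for no effect and wells lacking NADH for full effect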
#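 Assay system – diaphorase enzyme from Clostridium kluyveri · Amount – diaphorase 0.14 U/mL (working solution) · Times – reaction incubation of 16 min at room temperature · Controls – No-NADH positive control and DMSO neutral control · Signal – resorufin fluorescence 544/590 nm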
# STAT3 blocker: reduces IL-6 driven STAT3 reporter signal; U3A cells, IL-6 STAT3-luciferase reporter, luminescence; host cell line lacks STAT1; inhibition, % at 5.5 µM; actives 0.89% (n = 190,000);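 active means inhibition above the mean inhibition across all screened compounds plus 3 SD, cut at about 44% in these data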;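 further: 0% = DMSO only wells and 100% = 100 µM nifuroxazide control wells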
# Hsp70 act: switches on Hsp70 transcription; HeLa Hsp70 promoter luciferase reporter, luminescence; scaled: vehicle 0, proteasome-inhibitor control 100%; activation, % at 10 µM; actives 0.04% (n = 200,000);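 active means activation above the mean across all tested compounds plus 3 SD, cutoff set per campaign, cut at about 5.5% in these data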;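 further: 100% = MG132 at 30 µM as the positive control and 0% = DMSO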
# TLR4-MyD88 BLA: inhibitors of human TLR4-MyD88 binding. O00206+Q99836. HeLa CL3-4 TLR4/MyD88 BLA complementation, FRET ratio. inhibition, % at 8.4 µM. actives 0.18% (n = 200,000). AID 861; in the data active means inhibition above about 25%;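 further: 0% = vehicle and 100% = reference inhibitor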
# Target sequence (O00206 whole entry, looked up): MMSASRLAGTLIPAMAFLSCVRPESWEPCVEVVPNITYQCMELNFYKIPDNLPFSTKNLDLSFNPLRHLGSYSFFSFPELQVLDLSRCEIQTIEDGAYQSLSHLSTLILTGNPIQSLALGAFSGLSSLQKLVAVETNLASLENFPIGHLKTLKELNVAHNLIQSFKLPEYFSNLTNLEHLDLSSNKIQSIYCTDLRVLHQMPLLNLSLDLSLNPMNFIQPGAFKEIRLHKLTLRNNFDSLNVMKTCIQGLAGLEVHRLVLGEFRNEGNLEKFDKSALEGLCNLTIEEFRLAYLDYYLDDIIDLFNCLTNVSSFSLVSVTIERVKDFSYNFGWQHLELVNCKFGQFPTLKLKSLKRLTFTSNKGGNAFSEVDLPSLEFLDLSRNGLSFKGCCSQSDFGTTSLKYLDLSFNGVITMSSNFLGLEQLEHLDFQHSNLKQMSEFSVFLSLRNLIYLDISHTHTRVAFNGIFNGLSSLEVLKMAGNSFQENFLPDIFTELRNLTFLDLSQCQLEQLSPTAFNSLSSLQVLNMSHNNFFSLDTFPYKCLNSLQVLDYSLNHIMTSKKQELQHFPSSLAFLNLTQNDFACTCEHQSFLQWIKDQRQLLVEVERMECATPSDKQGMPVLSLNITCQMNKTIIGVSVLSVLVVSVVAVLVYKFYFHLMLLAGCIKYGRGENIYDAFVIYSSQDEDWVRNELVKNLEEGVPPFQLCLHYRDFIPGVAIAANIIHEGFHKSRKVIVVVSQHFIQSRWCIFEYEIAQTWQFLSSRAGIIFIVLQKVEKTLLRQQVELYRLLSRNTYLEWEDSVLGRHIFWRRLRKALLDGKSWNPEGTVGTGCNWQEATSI
# Target sequence (Q99836 whole entry, looked up): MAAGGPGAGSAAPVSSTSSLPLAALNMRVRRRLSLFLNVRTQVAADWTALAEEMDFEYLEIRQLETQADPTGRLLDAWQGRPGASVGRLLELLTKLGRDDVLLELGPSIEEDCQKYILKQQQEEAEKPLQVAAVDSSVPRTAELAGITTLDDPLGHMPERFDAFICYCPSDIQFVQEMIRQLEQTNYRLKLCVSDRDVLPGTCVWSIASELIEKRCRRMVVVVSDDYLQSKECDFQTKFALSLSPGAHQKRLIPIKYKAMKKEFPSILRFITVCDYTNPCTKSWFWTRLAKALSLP
# STAT1 activator: STAT1 signaling activation; NIH 3T3 STAT1-luciferase reporter, IFN-gamma, luminescence; 100% = IFN-gamma alone, no compound; activation (% of control), % at 5.5 µM; actives 2.6% (n = 200,000);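 active means activation above the screen-wide mean activation plus 3 SD, cut at about 130% in these data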;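 further: raw ratio to IFN-gamma control signal so 100% means no change and 0% no light; values of inactives mirror those of a sister screen read the other way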
# APP 5UTR inh: APP translation inhibition; SH-SY5Y APP 5'UTR-luciferase reporter, luminescence; actives 0.82% (n = 190,000); inhibition, % at 2 µM;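 active means inhibition above a set limit, derived from the sample mean plus 3 SD, cut at about 45% in these data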; further: values of inactives mirror those of a sister screen read the other way
# * = called active by the depositor; . = not tested or not shown.
SMILES,Diaphorase inh,Diaphorase act,APP 5UTR inh,STAT1 inh,Hsp70 act,STAT1 activator,TLR4-MyD88 BLA,STAT3 act,G6PDH counter,STAT3 blocker
C=CCn1c(=NC(=O)c2cc(Cl)sc2Cl)sc2cc(S(N)(=O)=O)ccc21,3,1,2,-2,0.1,102,7,102,8,6
CN1C(CC(=O)c2ccccc2)CCCC1CC(O)c1ccccc1 (centres undefined),4,1,-3,-3,-0.6,103,0,101,1,-1
CC(=O)NC(CCCCNC(=S)NC1CCCCC1)C(=O)O (centres undefined),3,1,-2,5,-0.4,94,3,91,4,12
CCC(=O)Nc1ccc(NC(=S)NC(=O)c2cc3ccccc3o2)cc1,10,0.9,10,-3,-0.3,102,9,94,-2,11
CCSc1n[nH]c(=O)[nH]c1=O,15,0.9,-2,-1,-0.2,102,1,100,0,6
CCn1ncc(NC(=S)NCCc2ccccc2)c1C(N)=O,-2,1,12,-2,-0.1,100,2,93,4,13
O=C(C1CCN(S(=O)(=O)c2cnc[nH]2)CC1)N(CCc1ccccc1)Cc1ccccc1,1,1,8,-9,0.0,108,-2,101,5,5
CCSc1nnc(NC(=O)C(Cc2ccccc2)n2cccc2)s1 (centres undefined),10,0.9,-8,-3,-0.4,103,-7,109,3,-2
Cc1ccc(-c2nnn(CC(=O)N(Cc3ccccc3)C(C(=O)NC3CCCC3)c3ccncc3)n2)o1 (centres undefined),14,0.9,-7,-1,1.2,101,-5,106,1,-1
Cc1ccc(C)c(NC(=S)NC(NC(=O)Cc2ccccc2)C(Cl)(Cl)Cl)c1 (centres undefined),-3,1,-15,6,-0.2,94,9,97,0,9
Cc1nc(Nc2ccc(Cl)cc2)c2nnn(Cc3ccccc3)c2n1,7,0.9,-13,-5,-0.3,104,-8,99,5,6
COc1cc(C(=O)NCCC(=O)NCCN2CCOCC2)cc(OC)c1OC,19,0.8,-22,0,0.0,100,-1,111,5,-10
CC(C(=O)NC1CCCC1)N1CCN(Cc2ccccc2)CC1 (centres undefined),-8,1.1,-1,-9,0.0,108,-5,105,8,2
Cc1ccc(Cl)cc1N1CCN(C(=O)c2cc3c(=O)n(C)c4ccccc4c3n2C)CC1,30,0.7,17,1,-0.1,99,-11,85,-4,26
CC(=O)c1ccc(NC(=O)CN2C(=O)COc3ccc(Cl)cc32)cc1,22,0.8,8,-3,0.1,102,6,99,-4,6
O=C(NCCc1ccccc1)c1ccc(=O)[nH]c1,-9,1.1,9,-6,-0.2,106,9,110,-2,-10
O=C(C1=C[C@@H](C2CC2)C[C@@H](OCCCCO)O1)N1CCN(Cc2ccc3c(c2)OCO3)CC1,-3,1,-4,1,0.2,101,-6,.,14,.
COc1cc2c(cc1OC)C(c1ccc(-c3ccccc3Cl)o1)=NCC2,10,0.9,-26,11,-0.2,89,1,95,8,6
Cc1cc(C)n(-c2ccc(C(=O)OCc3ccccc3)cc2)n1,14,0.9,0,3,-0.1,97,11,102,-11,0
CO/N=C/c1ccc(N2CCN(C(=O)c3cccc(C(F)(F)F)c3)CC2)c([N+](=O)[O-])c1,14,0.9,.,7,-0.3,94,4,104,-32,1
COc1cc(NC(=O)CN(C)S(=O)(=O)c2ccc3nc(C)sc3c2)cc(OC)c1,13,0.9,-18,3,0.1,96,-10,107,1,1
Cc1ccc(C)c(OCCCNC2CCCC2)c1C,-8,1.1,-16,-4,0.1,102,-5,94,-3,16
CC1CCCN(C(=O)COc2ccc(-c3ccccc3)cc2)C1 (centres undefined),-3,1,-9,-16,0.2,114,-1,95,5,14
COc1cccc(CN2CCN(Cc3nc(-c4cccc(F)c4F)oc3C)CC2=O)c1,.,.,3,3,-0.2,96,6,103,17,-1
O=C(c1ccncc1)N1N=C(C2CC2)CC1(O)C(F)(F)F (centres undefined),15,0.8,-10,-4,-0.1,101,-1,108,2,-4
C=C(Cl)COC(=O)[C@H]1C2C=CC(C2)C1C(=O)O (some centres undefined),24,0.8,-3,-5,-0.1,105,1,108,-15,-6
O=C(CSC1CCCCC1)N1CCN(c2ccccc2)CC1,18,0.8,-1,0,-0.3,99,-8,90,-2,17
O=c1c(/C=N/OCc2ccc(Cl)cc2Cl)c[nH]n1-c1cccc(Cl)n1,-11,1.1,-1,-3,-0.2,101,3,88,5,20
Oc1ccccc1/C=N/n1c2ccccc2c2ccccc21,20,0.8,-1,9,0.2,92,18,147*,6,-53
CCOC(=O)CCn1nc(-c2ccc(Cl)cc2)cc1N,14,0.9,-46,-42,0.2,138*,2,94,-3,12
Cc1ccc(-c2nc(-c3cccnc3)no2)c(C)c1,3,1,-144,-54,0.3,147*,-13,90,-16,13
COc1ccc(C(=S)N2CCN(c3cccc(Cl)c3)CC2)c(OC)c1,10,0.9,84*,4,0.1,94,-3,102,-1,4
Cc1ccc(SCc2[nH]nc3c2C2(C(=O)Nc4ccc(F)cc42)C(C#N)=C(N)O3)cc1 (centres undefined),15,0.8,0,2,0.1,98,6,100,15,4
Cn1c(SCc2nc(-c3ccccc3)no2)nnc1-c1cccs1,12,0.9,-11,13,-0.1,88,4,102,14,0
COc1ccc(CC(=O)O)cc1O,7,0.9,-1,6,-0.1,96,-4,.,17,.
COc1cccc(-n2nc3c(-n4ncc(C#N)c4N)nnc(C)c3c2C)c1,16,0.8,-14,2,-0.5,98,-4,98,10,3
Cc1n[nH]c(C)c1CCc1nc2c3ccccc3nc(SCC(N)=O)n2n1,-3,1,4,-1,0.0,100,-8,90,5,12
CN1CCN(c2ccc([N+](=O)[O-])cc2C(=O)N2CCCCC2)CC1,5,0.9,-11,-5,0.0,104,-11,101,-2,0
O=C(Nc1cccnc1)c1cc(-c2ccccc2)on1,8,0.9,-17,-6,0.3,106,-14,100,2,1
Nc1ccc2nc(CN3CCOCC3)[nH]c2c1,26,0.7,12,-7,-0.1,106,16,100,8,-3
Fc1ccc(-c2cc(C(F)(F)F)nc(NCc3cccs3)n2)cc1,29,0.7,17,-4,-0.4,107,-19,105,6,-9
c1n[nH]c(NC2=NCCC2)n1,13,0.9,5,0,-0.2,100,7,102,9,0
COC(=O)Cc1c(C)c2ccc(OCC(=O)N(C)C)cc2oc1=O,4,1,7,25,-0.2,78,-11,98,-1,3
NS(=O)(=O)c1ccc(CCNC(=O)Nc2ccc(Cl)c(Cl)c2)cc1,12,0.9,.,-11,-0.2,105,-3,91,8,11
CCOc1cccc(CN2CCN(c3cccc(C(F)(F)F)c3)CC2)c1O,1,1,-7,8,-0.1,93,-11,104,-6,0
Cn1cc(C(=O)NCc2ccccc2F)cn1,4,1,3,-8,-0.1,107,-5,104,7,-7
Cc1cc(SCC(=O)OCC(=O)NCc2ccc3c(c2)OCO3)c(C)cc1Br,18,0.8,11,4,-0.1,97,-4,102,-1,-4
CCOC(=O)N1CCN(c2c(NCCc3ccc(C)cc3)c(=O)c2=O)CC1,12,0.9,-4,-1,-0.2,100,-1,.,4,.
CCOC(=O)c1sc2ncn(CC(=O)N(CC)CC)c(=O)c2c1C,12,0.9,-6,-1,1.2,100,1,85,10,19
CC(C)NC(=O)c1nc2ccccc2s1,5,0.9,-22,-12,0.0,107,17,131,-2,-34
COc1ccc(C(CNC(=O)c2cc3ccccc3o2)N2CCCCC2)cc1 (centres undefined),-3,1,-33,3,9.3*,97,4,96,0,8
COc1cccc(C(CC(=O)Nc2cccc3ccccc23)NC(=O)c2ccccc2)c1 (centres undefined),17,0.8,-15,-2,-0.3,102,-9,114,15,-10
CCN(CC)S(=O)(=O)c1ccc(N(C)C)c(NC(=O)CC(NC(C)=O)c2ccccc2)c1 (centres undefined),2,1,-5,-4,-0.1,103,9,104,1,4
Nc1c(S(=O)(=O)c2ccccc2)cnc2c(-c3ccc(F)cc3)cnn12,1,1,-8,-4,-0.3,104,7,93,0,15
Cc1ccc(C)n1-c1nccc(-c2ccco2)n1,3,1,-6,-8,-0.4,106,-6,103,11,3
Cc1cccc(N=Nc2c(N)n[nH]c2-c2ccc(Cl)cc2)c1,21,0.8,-2,8,0.1,93,23,101,6,10
O=C(CCN1CCOCC1)c1ccc(Cl)cc1,-2,1,-14,-2,-0.1,100,-3,96,8,8
N#C/C(=C(/O)COC(=O)c1ccc2c(c1)OCCO2)c1nc2ccccc2[nH]1,24,0.8,-1,0,0.1,100,-6,108,3,0
O=C(CSc1nc2c([nH]c3ccccc32)c(=O)n1-c1ccc(F)cc1)NCc1ccco1,-1,1,4,14,-0.2,87,-12,142*,1,-40
CN1CCN(CC(O)COc2ccc(OCC(O)CN3CCN(C)CC3)cc2)CC1 (centres undefined),-11,1.1,12,3,0.0,97,-12,105,4,0

# Full records, looked up by structure. Order of screens: Diaphorase inh	Diaphorase act	APP 5UTR inh	STAT1 inh	Hsp70 act	STAT1 activator	TLR4-MyD88 BLA	STAT3 act	G6PDH counter	STAT3 blocker
# CCN(CC)S(=O)(=O)c1ccc(N(C)C)c(NC(=O)CC(NC(C)=O)c2ccccc2)c1 (centres undefined) across the screens: 2	1	-5	-4	-0.1	103	9	104	1	4
# CC(C)NC(=O)c1nc2ccccc2s1 across the screens: 5	0.9	-22	-12	0.0	107	17	131	-2	-34
# NS(=O)(=O)c1ccc(CCNC(=O)Nc2ccc(Cl)c(Cl)c2)cc1 across the screens: 12	0.9	.	-11	-0.2	105	-3	91	8	11

# The results go on:
SMILES,Diaphorase inh,Diaphorase act,APP 5UTR inh,STAT1 inh,Hsp70 act,STAT1 activator,TLR4-MyD88 BLA,STAT3 act,G6PDH counter,STAT3 blocker
COc1cc(N/N=C/c2ccccc2O)ncn1,35,0.6,41,-9,0.0,108,-4,83,36,19
CCOc1cc(C2C3=C(CC(C)(C)CC3=O)OC3=C2C(=O)CC(C)(C)C3)cc([N+](=O)[O-])c1O,32,0.7,2,-7,0.0,103,-9,96,5,9
CC1Cc2ccccc2N1C(=O)c1ccc(N2CCCCC2)c([N+](=O)[O-])c1 (centres undefined),34,0.7,-5,-4,-0.4,104,8,97,-14,-1
CN(c1cccc(NC(=O)COc2ccccc2)c1)S(C)(=O)=O,-5,1.1,-25,-8,-0.1,107,9,111,4,-10
O=C(O)CC(Cc1ccc(Br)cc1)C(=O)O (centres undefined),2,1,-1,-3,-0.3,102,-9,104,-3,2
CCOc1ccc(C2C(C(=O)c3ccc(C)o3)=C(O)C(=O)N2CCN2CCOCC2)cc1OC (centres undefined),22,0.8,20,1,-0.4,99,-8,107,5,-2
Cc1ccc(-n2c(C)cc3c2CC(C)(C)CC3=O)cc1C,12,0.9,-2,3,0.0,97,7,105,-3,-9
